INS promoter inh – TRM-6 insulin promoter activity inhibition | TRM-6 cells (human fetal islet line), insulin promoter-eGFP reporter, imaging; reporter expression induced with tamoxifen | inhibition, % at 2 µM | hit rate 0.9% among 130,000;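 active = inhibition above the mean plus 3 SD, with well images judged a real hit on visual review, cut at about 60% in these data, passing the limit was not always enough; inconclusive = inhibition over the cutoff but images rejected on review; inactive = inhibition not above the cutoff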
sdo1 growth – sdo1-depleted yeast growth rescue; S. cerevisiae sdo1-depleted JHY4D growth rescue, OD600 30 h; hits give high values; pdr5 snq2 efflux-pump mutant strain; z-score at 10 µM; hit rate 0.21% among 140,000; AID 817;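 active = z-score above 3 at both the 24 hr and the 30 hr optical density reads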;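 also: z-score against mean and SD of all compound wells on the same plate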
sdo1 growth Rescue 24 h – also measured in sdo1 growth; calls as there; z-score; S. cerevisiae sdo1-depleted JHY4D growth rescue, OD600; measured here: growth rescue at 24 h;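 0 is the plate mean of compound wells and units are plate SD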
Starred values were filed as active, the others as inactive; i = inactive; ? = inconclusive; nt = no result given.

SMILES	INS promoter inh	sdo1 growth	sdo1 growth Rescue 24 h
Cc1ccccc1SCc1noc(C(=O)NCC2CCCO2)c1C(=O)O (configuration not stated)	43.2	0.09	-0.39
O=S(=O)(Nc1nc2ccccc2nc1N1CCN(c2ccccc2)CC1)c1ccc(F)cc1	-14.3	-1.33	-0.49
CC(C)(C)Sc1ccc2nc3c(n2c1)CCCC3	42.9	-0.95	-0.04
CN1/C(=C\C(=O)Nc2ccc(F)cc2)C(C)(C)c2ccccc21	17.6	-1.75	-1.25
CCc1cc2c(=O)c(-c3ccc4c(c3)OCCO4)coc2cc1OS(C)(=O)=O	nt	-0.7	-1
CCOC(=O)c1c(NC(=O)c2ccc(N3C(=O)C4C5C=CC(C5)C4C3=O)cc2)sc2c1CCCC2 (configuration not stated)	0.0	-0.92	-1.25
CCSc1ncnc2c1sc1nc(-c3ccco3)c3c(c12)CC(C)(C)OC3	-20.0	0.3	0.64
CS(=O)(=O)c1ccc2nc(NC(=O)CN3CCN(Cc4ccccc4)CC3)sc2c1	-4.1	0.92	1.27
CC(C)c1ccc(-c2nnc(N)s2)cc1	-10.0	1.33	0.92
O=C(O)/C=C\C(=O)Nc1ccccc1C#Cc1ccccc1	13.3	0.46	-0.57
Fc1cccc(NC(=S)NCCCN2CCOCC2)c1	13.8	-0.05	-0.73
Cc1occc1C(=O)NNC(=O)Nc1ccc([N+](=O)[O-])cc1	66.7	nt	nt
COc1ccc(NS(=O)(=O)c2ccc(O)c(NC(=O)c3cc4c(C)nn(-c5ccc(F)cc5)c4s3)c2)cc1	?	-0.28	0.51
O=C(c1cccs1)N1CCC(Cc2ccccc2)CC1	-30.7	0.4	0.46
COCCn1c(SCC(=O)Nc2ccc3c(c2)OCCO3)nnc1-c1c[nH]c2ccccc12	nt	0.48	-0.14
COc1cc(C2NCC(c3ccc(Cl)cc3Cl)c3c2[nH]c2ccccc32)cc(OC)c1OC (configuration not stated)	-52.0	-1.7	-0.83
COc1ccccc1Nc1ncc(C(=O)N2CCC(C(N)=O)CC2)c2ccccc12	0.0	0.39	-0.44
N#C/C(=C\c1ccc(-c2ccccc2Cl)o1)C(=O)Nc1nc2ccccc2s1	6.2	0.82	2.03
COc1cc(NC(=O)c2ccc(Cl)cc2Cl)ccc1-c1cc2ccccc2oc1=O	12.0	-1.33	0.2
O=C(NCc1ccc2c(c1)OCO2)C(=O)NC1CCCCC1	40.7	1.12	1.03

The last 3 records of the part above come first, to join the parts:
SMILES	INS promoter inh	sdo1 growth	sdo1 growth Rescue 24 h
N#C/C(=C\c1ccc(-c2ccccc2Cl)o1)C(=O)Nc1nc2ccccc2s1	6.2	0.82	2.03
COc1cc(NC(=O)c2ccc(Cl)cc2Cl)ccc1-c1cc2ccccc2oc1=O	12.0	-1.33	0.2
O=C(NCc1ccc2c(c1)OCO2)C(=O)NC1CCCCC1	40.7	1.12	1.03
CC1CCN(c2nc(-c3cccnc3)nc3scc(-c4ccccc4)c23)CC1	-117.9	-0.36	-0.6
COc1ccc(CNC(=O)C(CCSC)NC(=O)c2ccco2)cc1 (configuration not stated)	23.3	-0.12	-0.19
O=C(O)[C@H](CO)Nc1ncnc2sc3c(c12)CCC3	-18.4	0.53	-0.49
Cc1ccc(C)c(SCC(=O)NC(=O)Nc2ccc3c(c2)OCCO3)c1	80.0*	-0.24	-0.78
COc1ccc(C2NC(=O)c3sc(=S)n(-c4ccccc4)c3N2)cc1 (configuration not stated)	7.1	-0.21	-0.44
O=C(NNC(=O)C1CCN(Cc2ccc(Cl)c(Cl)c2)CC1)c1cccs1	-8.6	nt	nt
COc1ccccc1/C=C/C(=O)Nc1ccc(N2CCOCC2)cc1	-95.0	nt	nt
Cc1nn(C(=O)c2ccco2)c(C)c1Sc1ccc(Cl)cc1	nt	0.42	0.2
COc1ccc(/C=C/c2nc(-c3ccccc3O)n[nH]2)cc1	-20.0	-1.37	-0.53
CC(Cl)C(=O)NC(=O)NC12CC3CC(CC(C3)C1)C2 (configuration not stated)	nt	-0.02	-0.02
CCOC(=O)c1c(C)nc2cc(C)ccn12	nt	-0.53	-0.6
CCc1nn(-c2cc(Oc3ccccc3)nc(-c3ccccc3)n2)c(N)c1C#N	8.7	1.46	1.55
COc1ccccc1N1CCN(c2nc3ccccc3nc2C(C#N)C(=O)OC(C)C)CC1 (configuration not stated)	-21.4	-0.27	-0.15
O=C(CN(Cc1ccccc1C(F)(F)F)C(=O)CNC(=O)c1ccco1)NC1CCCC1	nt	-0.4	-0.44
Cc1ccc(C)c(N(C)C(=O)COc2cc(=O)n(C)c3ccccc23)c1	nt	-1.17	-1.18
CC(=O)c1ccc(Sc2ccc(C(C)=O)cc2)cc1	nt	1.25	0.93
CCc1ccc(Cn2nnc(C(=O)Nc3ccc(OC)cc3OC)c2N)cc1	nt	-1.1	-0.63
Cc1cc2nc(CCN(Cc3cccnc3)C(=S)Nc3ccc(F)cc3)[nH]c2cc1C	nt	-0.35	-0.42
Cc1nnc(SCC2=C(C(=O)O)N3C(=O)C(NC(=O)Cn4nc(C(F)F)c(Cl)c4C)C3SC2)s1 (configuration not stated)	-21.4	nt	nt
CC[n+]1c(C=C2C=C(C)OC(C)=C2)sc2ccccc21	i	nt	nt
O=C(OCc1nnc(-c2ccccc2)o1)c1ccc2c(c1)C(=O)N(CCc1ccccc1)C2=O	0.0	0.41	1.64
CCOC(=O)c1sc(C)nc1C1CCN(C(=O)OCC)CC1	nt	-0.48	-0.98
C=CCn1c(SC)nc2sc3c(c2c1=O)CCc1ccccc1-3	-33.3	-0.15	0.22
Cc1cc(C)n(C(=O)C2CCCN2S(=O)(=O)c2ccc(Cl)cc2)n1 (configuration not stated)	nt	0.19	0.5
CCC(=O)N(Cc1cc2cc(C)c(C)cc2[nH]c1=O)C1CCCCC1	36.4	-0.87	-0.85
COc1ccccc1NC(=O)Nc1nc(C(C)(C)C)cs1	3.7	nt	nt
CCOc1ccccc1-n1nnnc1SCC(=O)NC(=O)NCc1ccco1	nt	-0.83	-0.34
CCN1CCN(c2nc3c(c(=O)n(C)c(=O)n3C)n2Cc2cccc3ccccc23)CC1	-362.5	-0.45	-0.67
COc1ccc(S(=O)(=O)CCC(=O)NCCc2cccc(C)c2)cc1	nt	0.36	0.26
Cc1ccc(NC(=S)NCc2cccn2C)cc1	-8.3	0.46	1.05
CCCc1cc(=O)oc2cc(OCc3cc(OC)c(OC)c(OC)c3)c(Cl)cc12	35.6	-1.3	0.43
COc1cc(OC)cc(C(=O)NNC(=O)Cc2ccc(OC)c(S(=O)(=O)N3CCOCC3)c2)c1	nt	-0.24	-0.8
Cc1c(Cl)cccc1NC(=O)CCCCCN1C(=O)CCC1=O	-4.8	0.81	-0.24
Cc1ccccc1C(=O)NC1CCN(CC(=O)Nc2nccs2)CC1	24.3	0.38	-0.18
Fc1ccc(Nc2nc3ccccc3s2)cc1	58.3	nt	nt
O=C(/C=C/c1cccc(Cl)c1)Nc1ncccn1	nt	0.27	-0.09
CC(=O)c1ccc(N2CCN(C(=S)Nc3ccccc3C(F)(F)F)CC2)cc1	-31.6	nt	nt
COC(=O)c1cc(C(=O)OC)cc(N2C(=O)CC(Sc3nc(C)cc(C)n3)C2=O)c1 (configuration not stated)	-7.5	-0.15	-0.22
CN(C)CCCn1c(SCC(=O)N2c3ccccc3Sc3ccccc32)nc2ccccc2c1=O	nt	-2.12	-1.84
Nc1nc(CN2CCN(c3ccc(F)cc3)CC2)nc(N2CCCc3ccccc32)n1	nt	-1.42	-0.83
COc1ccc(C(=O)N/C(=C\c2ccco2)C(=O)NCCCn2ccnc2)cc1	-60.7	1.24	1.43
COc1cccc(NC(=O)C2CCCN(S(=O)(=O)c3cccc4nonc34)C2)c1 (configuration not stated)	-33.3	nt	nt
O=S(=O)(C/C(=C/CO)S(=O)(=O)c1ccccc1)c1ccccc1	nt	1.03	0.77
CC1CCN(C(=O)CN(CCc2ccccc2)S(C)(=O)=O)CC1	5.0	-0.12	-0.16
COc1ccccc1NC(=S)NCc1cccnc1	25.0	0.59	0.02
COc1ccc(C2C=C(C34CC5CC(CC(C5)C3)C4)NC(=S)N2)cc1 (configuration not stated)	nt	-1.39	-0.96
CC(C)(C)c1cc[n+](CC(=O)Nc2cc(C(F)(F)F)ccc2N2CCOCC2)cc1	66.7	nt	nt
COCCN1CCc2[nH]c(=S)[nH]c(=O)c2C1	nt	1.4	1.72
Cc1cccc(C(=O)Oc2ccccc2-c2nnco2)c1	7.1	-0.44	-0.38
Cc1c(NC(=O)/C(=C\c2ccccc2)NC(=O)c2ccccc2)c(=O)n(-c2ccccc2)n1C	16.7	0.62	-0.46
CC(C)CC(=O)Nc1ccc(Oc2ccc(NC(=O)CC(C)C)cc2)cc1	43.8	-0.85	-0.56
COc1cc(/C=C2\SC(=Nc3c(C)n(C)n(-c4ccccc4)c3=O)NC2=O)ccc1O	-52.0	-0.3	-0.53
COc1ccc(C(=O)N/N=C/c2sc(N3CCOCC3)nc2-c2ccccc2)cc1OC	53.3	nt	nt
CCCCN(CCCC)C(=S)NC(=O)C(C)(C)C	31.2	-0.52	-0.31
CC(=O)c1c(C)[nH]c(C(=O)NCCc2ccccc2)c1C	nt	0.87	-0.02
CCOC(=O)C1=C(C)N=C(/N=C/N(C)C)SC1c1ccccc1 (configuration not stated)	nt	0.69	1.21
COc1ccc(Nc2cc(C)nc3nc(C)nn23)c(OC)c1	41.5	1.4	0.8
COc1ccc(CNC2=CC(=O)CC(C)(C)C2)cc1	0.0	0.44	0.49
O=C(c1ccc(N2CCCCC2)c([N+](=O)[O-])c1)N(Cc1ccccc1)c1ccccn1	-7.7	-0.79	-0.98
CSc1ccc(NC(=O)N2CC(C)OC(C)C2)cc1 (configuration not stated)	nt	-0.2	-0.94

(continued)
SMILES	INS promoter inh	sdo1 growth	sdo1 growth Rescue 24 h
Cc1nn(Cc2c(F)c(F)c(F)c(F)c2F)c(C)c1NC(=O)c1cccc(COc2ccc(Cl)cc2)c1	nt	-0.78	0.03
O=C(NCC1CCCO1)C(Cc1ccccc1)N1C(=O)C2C3C=CC(C4CC34)C2C1=O (configuration not stated)	45.0	nt	nt
COC(=O)c1ccc(C(C(=O)NCc2ccccc2)N(Cc2ccco2)C(=O)c2cnccn2)cc1 (configuration not stated)	-94.1	-0.64	-0.56
Cc1nn(C)cc1/C=C1\SC(=S)NC1=O	-13.3	1.23	1.37
CCOC(=O)c1ccc(NC(=O)c2nn(CC)cc2Br)cc1	-186.2	0.06	0.35
O=C(NC(=S)N1CCCCC1)c1cccnc1	10.7	1.33	0.91
COc1ccc(C(CCc2ccc(C)o2)NC(=O)Nc2ccc(OC)cc2OC)cc1 (configuration not stated)	0.0	-1.01	-0.94
O=S(=O)(NCc1ccccc1)c1cccs1	-16.1	0.24	-0.4
COc1ccc(OC(C)C(=O)Nc2ccccc2C(F)(F)F)cc1 (configuration not stated)	-9.1	-0.29	-0.4
CCCc1nc(SCc2cccnc2)c2c(=O)n(C)c(=O)n(C)c2n1	nt	-1.49	-0.85
COc1ccc2nc(NC(=O)CSc3nnnn3C3CCCCC3)sc2c1	-11.4	-1.81	-1.4
CC(C)(Oc1ccc(Cl)cc1)C(=O)Nc1ccncc1	4.7	-2.09	-0.97
Cc1oc2c(c1C(=O)N1CCC(C)CC1)C(=O)c1ccccc1C2=O	21.9	-1.67	-3.13
N#Cc1c(-c2ccccc2)cc(-c2ccccc2)nc1Br	34.6	0.4	0.94
CCOc1ncccc1C(=O)NCc1ccc(OC)c(OC)c1	26.7	0.23	0.92
Cn1c(SCC(=O)Nc2ccccc2)nnc1-c1ccc(NC(=O)CCc2ccccc2)cc1	30.0	-1.26	0.42
Cc1ccccc1N(CC(=O)NCCSCc1ccco1)S(C)(=O)=O	-26.7	1.69	1.98
O=C(COc1ccc(Cl)cc1)NCc1nnc2c3ccccc3c(-c3ccccc3)nn12	nt	-1.32	-1.33
COc1cc(N2CCCC2)c(OC)cc1/C=C(/C#N)c1cccc(F)c1	-35.2	0.11	0.35
COc1ccc(-c2nnc(SC(C)C#N)o2)cc1 (configuration not stated)	nt	-0.87	-0.16
O=C(CSc1ccccc1C(=O)NCc1ccccc1)NC12CC3CC(CC(C3)C1)C2	nt	-0.06	0.28
CCCC(=O)OC(C(=O)Nc1cc(C(F)(F)F)ccc1Cl)c1ccccc1 (configuration not stated)	37.8	-0.19	-1.01
CCOC(=O)c1sc2nc(C3CC3)cc(-c3ccc(OC)cc3)c2c1N	18.2	-0.53	-0.12
C=CCn1c(SCc2ccc3c(c2)OCO3)nc2scc(-c3ccco3)c2c1=O	-25.6	0.87	0.61
Cc1cc(C(=O)Nn2cnnc2)cs1	-138.5	0.19	0.06
c1ccc(-n2c(SCc3nc(-c4cccs4)no3)nnc2-c2ccco2)cc1	nt	-1.92	-1.32
COc1cc(/C=N/Nc2ccccn2)cc(OC)c1O	27.3	nt	nt
COCC(=O)OCC(=O)N1N=C(c2ccc(Cl)cc2)CC1c1ccco1 (configuration not stated)	-14.3	nt	nt
O=[N+]([O-])/C=C/c1cn(Cc2ccc(F)cc2)c2ccccc12	-13.3	-2.31	-1.56
CNc1nnc(-c2cccc(N(C)C)c2)s1	-18.9	-0.43	-1.29

For convenience, 5 of the compounds above:
SMILES	INS promoter inh	sdo1 growth	sdo1 growth Rescue 24 h
CCCC(=O)OC(C(=O)Nc1cc(C(F)(F)F)ccc1Cl)c1ccccc1 (configuration not stated)	37.8	-0.19	-1.01
CCOC(=O)c1sc2nc(C3CC3)cc(-c3ccc(OC)cc3)c2c1N	18.2	-0.53	-0.12
C=CCn1c(SCc2ccc3c(c2)OCO3)nc2scc(-c3ccco3)c2c1=O	-25.6	0.87	0.61
Cc1cc(C(=O)Nn2cnnc2)cs1	-138.5	0.19	0.06
c1ccc(-n2c(SCc3nc(-c4cccs4)no3)nnc2-c2ccco2)cc1	nt	-1.92	-1.32

The list is partial; count on the stated rates, not on these rows.
